Assay outcomes (PubChem BioAssay)
Lipid storage S3: qHTS Assay for Lipid Storage Modulators in Drosophila S3 Cells; AID 2685; Potency in µM for hits, for the others lipid storage change, negative = inhibition, % at the top dose, mostly 46.1 µM; 0.64% of 320,000 active; Drosophila S3 cells, BODIPY lipid droplet fluorescence, 18-24 h; cells fed with added oleic acid; active = well fitted inhibition curve with a large enough effect in the signal ratio, with a control signal flat, not every such curve was filed as active; inconclusive = small, poorly fitted or top-dose-only effect, or effect the other way, or a change in a side signal; the % refers to the signal ratio
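Drosophila S3 cells loaded with oleic acid (400 uM, as added) and compounds at several concentrations; lipid droplets imaged by 488-nm laser-scanning cytometry, 500–530 nm intensity and object ratio to cell channel. Percent activity normalized to 20 uM Triacsin C.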
Lipid storage S3 cell count max: recorded beside Lipid storage S3, whose call it bears; cell number change, %; measured here: cell count max response;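 cells counted by Cell Tracker Red CMTPX staining in the red channel; peak over a dose series mostly up to 46.1 µM; percent activity relative to internal control wells on each plate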
* marks the source's active call; other numbers are inactive results; i = inactive; ? = inconclusive; . = not tested or not shown; & = joins results of further samples; [ ] = dose if it differs, or a comment. % is scaled to controls: 0 for no effect and ±100 for the full control effect; potency is read from the fitted curve at half-maximal effect. Only part of the results is shown. The share of hits here may be higher or lower than overall.

Molecule | Lipid storage S3 | Lipid storage S3 cell count max
Fc1ccc(CNC(=S)NCc2cccc(Cl)c2)cc1 | i | -10
c1ccn(-c2ncnc3sc4c(c23)CCCC4)c1 | ? | .
O=c1[nH]c(=S)[nH]c2c1C(c1cc([N+](=O)[O-])c(N3CCOCC3)cc1N1CCOCC1)O2 (stereo not drawn) | ? | .
O=C(NCc1ccccn1)c1ccc(OC2CCN(Cc3ccccc3O)CC2)cc1 | ? | .
Cc1cc(NC(=O)CSc2ncc(CO)n2Cc2ccc(F)cc2)no1 | ? | .
Cc1ccc[n+](-c2nc3ccccc3nc2C(=C=[N-])C#N)c1 | 9%&1% | 3&-18
COCCNC(=O)C(c1ccc(C)cc1)N(CCOC)C(=O)CCC(=O)Nc1nccs1 (stereo not drawn) | ? | .
O=C(Nn1cnc2ccccc2c1=O)c1ccc([N+](=O)[O-])cc1 | 3% | -3
Cc1ccc(NC(=O)Cc2ccc3c(c2)CCCC3)cc1C | ? | .
COc1ccc(NC(=O)CN(C)C(=O)c2c(-c3c(F)cccc3Cl)noc2C)cc1 | ? | .
CC1COC(C)(CC(=O)NN2C(=O)c3ccccc3C2=O)O1 (stereo not drawn) | -9% | 5
Cc1c(C(=O)N2CCC(C(N)=O)CC2)oc2ccc(Br)cc12 | ? | .

Carrying on.
Molecule | Lipid storage S3 | Lipid storage S3 cell count max
C=CCNC(=S)NNC(=O)c1ccncc1 | i | .
CCc1ccccc1N(CC(=O)NC(C)(C)CC)C(=O)CCC(=O)Nc1nccs1 | 15% | 5
COc1ccccc1CN1C(=O)CN(C2CCCCCC2)C(=O)C1c1ccc(F)cc1 (stereo not drawn) | ? | .
COc1cccc(NC(=O)CN(C)C(=O)CNC(=O)c2ccc3ccccc3c2)c1 | 2% | -9
O=S(=O)(NCC1CCCO1)c1ccc(Br)cc1 (stereo not drawn) | ? | .
COc1ccc(S(=O)(=O)N(CC(=O)NCc2cccnc2)c2ccc(F)cc2)cc1OC | 2% | 3
O=C(c1cc(F)ccc1F)C1CCCN(C(=O)CCc2cnccn2)C1 (stereo not drawn) | 8% | 8
COc1ccc(NC(=O)C(=O)NCCN2CCN(C(=O)c3ccc(C(C)(C)C)cc3)CC2)cc1 | -23% | -10
COc1cccc(S(=O)(=O)NCc2ccc(C(=O)N3CCN(c4ccccc4)CC3)cc2)c1 | ? | .
O=C(Cn1c(=O)sc2ccccc21)OC(CCl)CCl | ? | .
COc1ccc(-c2cn3cccc(C)c3n2)cc1Br | ? | .
Cc1cnc(CN(C)C(=O)C2CCC(=O)N(CCc3ccccc3)C2)[nH]1 (stereo not drawn) | 15% | .

The list goes on:
Molecule | Lipid storage S3 | Lipid storage S3 cell count max
Cc1ccccc1NC(=O)CCc1c(C)nn(-c2ccc(N3CCCCC3)nn2)c1C | i | -20
COc1ccccc1NC(=O)c1ccc(-c2nn(C)c(=O)c3ccccc23)cc1 | 2% | 6
CC1(C)CCN2CCC(C)(C)c3c(O)ccc1c32 | ? | .
NC(=O)c1cc([N+](=O)[O-])ccc1NCC1CCCCC1 | ? | .
CC1=C(C(=O)OCC2CCCO2)C(c2ccc(C)cc2)C2=C(CCCC2=O)N1 (stereo not drawn) | ? | .
CC(C)c1ccc(NC(=O)c2ccc(NS(C)(=O)=O)cc2)cc1 | ? | .
Clc1cccc(-c2nc(NCc3cccnc3)c3ccccc3n2)c1 | ? | .
Cc1ccc(NC(=O)CN(C)C(=O)c2cc(S(=O)(=O)N(C)C)ccc2N2CCCC2)cc1 | ? | .
C[C@H](NC(=O)c1nc[nH]c1C(=O)N(C)Cc1ccccc1)c1ccccc1 | ? | .
CCN1C(=O)[C@@H]2[C@@H](c3ccc(-c4ccc(Cl)c(Cl)c4)cc3)N3CCCC[C@@]3(C(=O)OC)[C@@H]2C1=O | ? | .
COc1ccccc1NC1SC(=O)N(c2ccccc2)C1=O (stereo not drawn) | 9% | 3
COc1cccc(-n2cnnc2SCC(=O)NC2CC2)c1 | ? | .

Not a retest: an excerpt of the list.
Molecule | Lipid storage S3 | Lipid storage S3 cell count max
Clc1cccc(-c2nc(NCc3cccnc3)c3ccccc3n2)c1 | ? | .
Cc1ccc(NC(=O)CN(C)C(=O)c2cc(S(=O)(=O)N(C)C)ccc2N2CCCC2)cc1 | ? | .
C[C@H](NC(=O)c1nc[nH]c1C(=O)N(C)Cc1ccccc1)c1ccccc1 | ? | .
CCN1C(=O)[C@@H]2[C@@H](c3ccc(-c4ccc(Cl)c(Cl)c4)cc3)N3CCCC[C@@]3(C(=O)OC)[C@@H]2C1=O | ? | .
COc1ccccc1NC1SC(=O)N(c2ccccc2)C1=O (stereo not drawn) | 9% | 3
COc1cccc(-n2cnnc2SCC(=O)NC2CC2)c1 | ? | .

More records follow:
Molecule | Lipid storage S3 | Lipid storage S3 cell count max
COc1ccc(NC(=O)Nc2cccc(F)c2)c(OC)c1 | 2% | 9
Cc1ccccc1CCN1CCCC(CN(C)C(=O)c2ccc3ncccc3c2)C1 (stereo not drawn) | ? | .
O=C(CSc1nc2ncccc2[nH]1)Nc1ccccc1-c1ccccc1 | ? | .
COc1ccc(-n2c(C)c(C)c3c(NCCN(C)C)ncnc32)cc1 | 1% | 5
Cc1ccccc1N1C(=O)c2cccc([N+](=O)[O-])c2C1=O | -5% | 12
O=C(c1ccc(Cl)nc1)N1CCN(S(=O)(=O)c2ccc(Cl)cc2)CC1 | 23% | -21
COc1ccc(-c2nnc(SC)o2)c(OC)c1 | ? | .
Cc1cc(C)nc(SCc2nnc(SCC(=O)Nc3ccc(C)c(C)c3)o2)n1 | ? | .
COc1ccccc1-c1cc(C(F)(F)F)c(C#N)c(=O)[nH]1 | ? | .
CCOC(=O)c1cccc(NC(=O)c2ccco2)c1 | i | .
Cc1cc(C(=O)NCCc2ccc(Cl)cc2)c(C)o1 | -10% | 18
CC1CN(CCCOc2ccccc2[N+](=O)[O-])CC(C)O1 (stereo not drawn) | -7% | -23

Other records
Molecule | Lipid storage S3 | Lipid storage S3 cell count max
COc1cccc(OC)c1C(=O)OCCCOC(=O)c1c(OC)cccc1OC | ? | .
CCc1ccccc1N(CC(=O)N1CCCC1)S(C)(=O)=O | ? | .
COC(=O)c1cc(-c2c(C)oc3cc(OC)ccc3c2=O)c(C)o1 | -4% | .
CCn1c(C(=O)O)c(CC(=O)Nc2ccc(Br)cc2C)c2ccccc21 | ? | .
O=C(Cn1cc2c(n1)CCCC2)NCCCN1CCCC1 | ? | .
Cc1c(Br)c(C(F)(F)F)nn1CC(=O)N1CCCC1 | ? | .
CCN(CC)c1nc(Oc2ccc(C(=O)NN)cc2)nc(Oc2ccc(C(=O)NN)cc2)n1 | ? | .
CCOc1ccccc1CN1CCNC(=O)C1CC(=O)NCc1nc(C)cs1 (stereo not drawn) | ? | .
CCOC(=O)c1cn(-c2ccccc2)nc1-c1cccnc1 | 0% | -1
CCN(CC)S(=O)(=O)c1cccc(C(=O)Nc2cc3oc4ccccc4c3cc2OC)c1 | 2% | .
CCCc1cc(=O)[nH]c(SCC(=O)OCc2ccccc2)n1 | ? | .
Cc1cccc(N2CCN(c3ccc(NC(=O)/C=C(/C(=O)O)c4ccccc4)cc3)CC2)c1 | -9% | -17

Continuation:
Molecule | Lipid storage S3 | Lipid storage S3 cell count max
CC(OC(=O)c1cccnc1)C(=O)Nc1ccc2c(c1)OCO2 (stereo not drawn) | ? | .
O=C(/C=C/c1ccccc1[N+](=O)[O-])Oc1ccccc1 | i | -5
CC(=O)Nc1ccc(Nc2nnc(-c3ccc(C)c(S(N)(=O)=O)c3)c3ccccc23)cc1 | ? | .
CC(=O)C1(O)C(C)CC2C3CCC4CC(O)CCC4(C)C3=CCC21C (stereo not drawn) | 14%[9.22 µM] | .
COc1ccccc1OCCNC(=O)C1CC(=O)N(Cc2ccccc2)C1 (stereo not drawn) | ? | .
O=C(O)c1cccc(CSc2nnc(Cc3ccccc3)o2)c1 | 6% | 3
COc1ccc(CCNC(=O)CCC(=O)N2CC(C)Oc3ccc(Cl)cc32)cc1OC (stereo not drawn) | ? | .
COc1cc(NC(=O)CN2C(=O)NC(C)(c3ccccc3)C2=O)c(C)cc1[N+](=O)[O-] (stereo not drawn) | ? | .
CCOc1ccc(CCNC(=O)C2(c3ccccc3)CC2)cc1OCC | ? | .
COc1ccc(CN2CCN(C(=O)c3cccs3)CC2)cc1Br | 4% | 7
COc1ccccc1NS(=O)(=O)c1cc(NC(=O)c2sccc2C)ccc1N1CCCC1 | ? | .
Cc1ccnc(SCCn2c(N3CCC(C)CC3)nc3c2c(=O)[nH]c(=O)n3C)n1 | -2% | 12

The list continues:
Values in the order: Lipid storage S3, Lipid storage S3 cell count max
> CCOC(=O)C1CCN(Cc2ccc(OC)c(C)c2OC)CC1
 : -1%, 9
> Cc1cc(C)c(C(=O)C2OC(=O)C(C)(C)C(=O)C2(C)C)c(C)c1 (stereo not drawn)
 : ?, .
> COC(=O)c1cc(-c2ccc(OC)c(OC)c2)on1
 : 6%, 10
> COc1ccc(NC(=O)/C(=C/c2cccs2)NC(=O)c2ccco2)cc1
 : ?, .
> COc1ccc(N(C(=O)CNC(=O)c2ccco2)C(C(=O)NC2CCCC2)c2ccncc2)cc1 (stereo not drawn)
 : 0%, 14
> COc1cccc(-c2nnc(-c3ccc(C)o3)o2)c1
 : -3%, -9
> CN(C)S(=O)(=O)c1ccc(C(=O)OCC(=O)Nc2ccc(OC(F)F)cc2)cc1
 : 7%, 6
> COC(=O)c1cccc(-n2c(=O)n(Cc3ccccc3)c(=O)c3[nH]cnc32)c1C
 : 13%, 12
> O=C(CN1C(=O)NC2(CCc3ccccc32)C1=O)NCC(=O)Nc1ccc(F)cc1 (stereo not drawn)
 : ?, .
> CS(=O)(=O)c1ccccc1C(=O)N(CCc1ccccc1)Cc1ccccc1
 : -2%, -5
> COc1ccc(OCc2cc(C(=O)NC(C)Cc3ccccn3)no2)c(Cl)c1 (stereo not drawn)
 : i, 20
> CC(C)CN(CC(C)C)C(=O)C12CCC(C)(C(=O)O1)C2(C)C (stereo not drawn)
 : -4%, 0
> COc1cccc(N2C(=O)CC(N3CCc4ccccc4C3)C2=O)c1 (stereo not drawn)
 : 8%, -11
> CC(C)NC(=O)Nc1n[nH]c(Nc2ccc(Cl)cc2)n1
 : -2%, 8
> COc1ccc(OS(=O)(=O)c2ccc(N3C(=O)CCC3=O)cc2)cc1
 : -26%, 23
> Cc1ccc(C(=O)Nc2nc(-c3ccccn3)cs2)s1
 : 2.1µM*, -8.6*
> O=[N+]([O-])c1ccc(N2CCCCC2)cc1NCCOc1ccccc1
 : 13%, 2
> CC(/C=C1\SC(=S)N(CCC(=O)Nc2ccc(O)cc2)C1=O)=C\c1ccccc1
 : ?, .
> O=C(Nc1cccc(-c2cn3ccccc3n2)c1)C1CC1
 : 9%, .
> CCOC(=O)CS(=O)(=O)c1ccccc1
 : -1%, 2

Further structures
Values in the order: Lipid storage S3, Lipid storage S3 cell count max
> O=C(NCCCn1ccnc1)c1ccc(Br)o1
 : 0%, 10
> O=C(OCn1nnc2ccccc2c1=O)c1cc(-c2ccccc2)nc2ccccc12
 : 11%, 17
> CCN(CCNC(=O)Nc1ccc(Cl)cc1)c1ccccc1
 : ?, .
> COc1ccc(OC)c(-c2nc3cc4ccccc4cc3nc2-c2ccccc2)c1
 : ?, .
> CCOc1ccc(S(=O)(=O)N(C)c2ccc(OCC(=O)Nc3ccc4[nH]c(=O)[nH]c4c3)cc2)cc1
 : 7%, 11
> CC(NC(=O)COC(=O)Cn1cnc2ccccc2c1=O)C1CC2CCC1C2 (stereo not drawn)
 : 17%, -7
> C=CCOC(=O)/C(=C\c1cccc2ccccc12)NC(=O)c1ccccc1
 : 0%, -3
> Cc1nn2c(-c3ccncc3)nnc2c2ccccc12
 : ?, .
> COc1ccc2c(c1)N1CCN=C1N2C
 : ?, .
> Cc1cc(NC(=O)CO/N=C/c2ccc3c(c2)OCO3)ccc1Br
 : i, -29
> N#Cc1ccccc1OCC(=O)NCC1(N2CCCCC2)CCCCC1
 : ?, .
> COc1ccccc1OCCn1cc(/C=N/NC(=O)c2ccncc2)c2ccccc21
 : ?, .
> Cc1ccc(OC(C)C(=O)Nc2cc(C)on2)cc1 (stereo not drawn)
 : ?, .
> COc1ccc([C@@H]2CC=C(C(=O)O)[C@H](c3ccc(F)cc3)N2S(=O)(=O)c2ccc(Cl)cc2)cc1
 : ?, .
> C1CCN=C(Nc2nn[nH]n2)CC1
 : ?, .
> Cc1ccc(Cn2cc(S(=O)(=O)c3ccc(Cl)cc3)c(=O)c3cc(F)ccc32)cc1
 : 9%, 8
> O=C(COc1ccccc1)NCC(=O)N/N=C/c1ccc(O)cc1O
 : 0%, 10
> CCOc1ccsc1C(=O)OC
 : i, .
> COc1cc(/C=N/NC(=O)CCC(=O)NC2CCCCC2)ccc1C
 : ?, .
> COc1cccc(/C=N/NC(=O)CNC(=O)C(c2ccccc2)c2ccccc2)c1O
 : i, 11
> CC(C)(C)c1nn(-c2ccccc2)c2[nH]c(=O)c(CNc3ccc4c(c3)OCCO4)cc12
 : ?, .
> COc1ccc(C2CC(c3ccc(F)cc3)n3nc(NS(C)(=O)=O)nc3N2)cc1 (stereo not drawn)
 : -18%, 6

Entries of single compounds from above. Order of values: Lipid storage S3 | Lipid storage S3 cell count max
C1CCN=C(Nc2nn[nH]n2)CC1 in the list: ? | .
CC(NC(=O)COC(=O)Cn1cnc2ccccc2c1=O)C1CC2CCC1C2 (stereo not drawn) in the list: 17% | -7
CCOc1ccsc1C(=O)OC in the list: i | .
